Efflux pump mplx – inhibitors of Candida antifungal efflux pumps expressed in yeast | S. cerevisiae Candida pump triplex, Nile Red efflux | inhibition, % at 10 µM | 330,000 tested, 0.44% active;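 active = plate passing quality check with inhibition over a set limit, or well fluorescence over plate mean plus 4 SD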;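 note: Nile Red retained in pooled yeast measured as flow cytometry median fluorescence; 0% = buffer negative control and 100% = Enniatin B positive control; higher means more Nile Red kept so more efflux inhibition; some compounds called inactive have numbers as strong as hits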
PP5 inh – PP5 (human) phosphatase inhibition | P53041 | purified PP5c, OMFP substrate fluorescence | inhibition, % at 6.7 µM | 320,000 tested, 0.18% active | AID 1987;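 active = inhibition above the campaign's mean inhibition across all tested compounds plus 3 SD, cut at about 9.5% in these data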;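 note: 0% = DMSO only and 100% = 100 µM cantharidin control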
core dimer inh – HCV core protein dimerization inhibition; TR-FRET GST/Flag-core106 dimerization, 1536-well; inhibition, % at 5 µM; 300,000 tested, 0.33% active;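 active = inhibition above the mean of all tested compounds plus 3 SD, set per screening campaign, cut at about 45% in these data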
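Assay system: GST-tagged and Flag-tagged HCV core protein residues 1-106 / Times: compound-protein-antibody incubation 4 h at 22.5 °C / Signal: time-resolved FRET, ex 340 nm, em 617 and 671 nm / Evaluation: % inhibition based on acceptor/donor emission ratio / Benchmarks: wells lacking GST-core106 and wells with excess unlabelled core106 / Repeats: singlicate, one well per compound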
ZTA DNA inh – counter-screen for EBNA-1 inhibitors: inhibitors of Epstein-Barr virus ZTA; P03206; ZTA-DNA binding, fluorescence polarization; inhibition, % at 11 µM; 320,000 tested, 0.15% active; in the data active = inhibition above about 33%
Target sequence (P03206 whole entry, looked up): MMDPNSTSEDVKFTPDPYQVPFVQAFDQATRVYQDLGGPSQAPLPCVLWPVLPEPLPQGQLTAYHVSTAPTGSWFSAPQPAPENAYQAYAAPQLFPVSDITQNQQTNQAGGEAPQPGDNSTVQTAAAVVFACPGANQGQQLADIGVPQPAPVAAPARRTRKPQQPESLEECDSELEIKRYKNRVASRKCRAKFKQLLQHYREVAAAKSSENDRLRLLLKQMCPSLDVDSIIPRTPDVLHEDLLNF
TPT1 inh – C. albicans TPT1 enzyme inhibition | recombinant caTPT1, FP RNA substrate dephosphorylation | inhibition, % at 5 µM | 300,000 tested, 0.81% active;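 active = inhibition above the mean of all tested compounds plus 3 SD, set per screening campaign, cut at about 24% in these data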;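 note: plate controls were DMSO alone for no effect and ferristatin control at 100 nM for full effect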
PP1 inh – counter-screen for PP5 inhibitors: inhibitors of human PP1-alpha | AID 2235 | inhibition, % at 6.7 µM | purified PP1alpha, OMFP fluorescence | 320,000 tested, 0.9% active;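 active = inhibition above the mean inhibition of all tested compounds plus 3 SD, computed separately for each screening campaign, cut at about 15% in these data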
EBNA-1 inhibitor – blocks EBNA-1 binding to DNA; EBNA-1 DNA binding, fluorescence polarization; inhibition, % at 14.8 µM; 300,000 tested, 0.34% active; AID 1950; in the data active = inhibition above about 28%
PREPL inh – inhibitors of human prolyl oligopeptidase-like enzyme PREPL; Q4J6C6; 320,000 tested, 0.68% active; recombinant PREPL, fluorescence polarization activity-based probe; inhibition, % at 5.96 µM; AID 2751; in the data active = inhibition above about 43%;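 note: 0% = enzyme with DMSO and 100% = wells lacking enzyme; many of its hits are not listed in these tables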
Target sequence (Q4J6C6 whole entry, looked up): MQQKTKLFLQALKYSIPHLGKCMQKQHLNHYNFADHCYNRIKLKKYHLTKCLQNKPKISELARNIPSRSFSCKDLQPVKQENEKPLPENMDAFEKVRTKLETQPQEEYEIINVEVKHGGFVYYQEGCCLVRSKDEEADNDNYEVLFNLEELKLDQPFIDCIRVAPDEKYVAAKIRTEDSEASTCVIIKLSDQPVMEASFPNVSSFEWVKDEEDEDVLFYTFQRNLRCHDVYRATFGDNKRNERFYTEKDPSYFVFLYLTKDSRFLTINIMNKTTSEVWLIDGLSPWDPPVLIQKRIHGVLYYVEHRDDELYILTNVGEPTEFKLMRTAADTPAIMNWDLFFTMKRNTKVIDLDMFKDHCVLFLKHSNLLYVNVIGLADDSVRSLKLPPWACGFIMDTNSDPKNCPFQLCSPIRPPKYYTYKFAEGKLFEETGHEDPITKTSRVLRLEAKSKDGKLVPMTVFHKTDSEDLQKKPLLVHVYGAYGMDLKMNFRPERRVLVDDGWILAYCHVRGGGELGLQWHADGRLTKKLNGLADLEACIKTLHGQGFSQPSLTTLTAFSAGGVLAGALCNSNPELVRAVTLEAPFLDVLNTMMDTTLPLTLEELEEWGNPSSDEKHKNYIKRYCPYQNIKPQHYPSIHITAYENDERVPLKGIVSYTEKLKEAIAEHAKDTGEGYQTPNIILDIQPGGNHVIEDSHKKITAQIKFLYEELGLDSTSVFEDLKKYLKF
CTSL1 counter – blocks F. hepatica cathepsin L1 in PFM18AAP counter-screen; 300,000 tested, 0.49% active; recombinant F. hepatica cathepsin L1, Z-Leu-Arg-MCA fluorescence; inhibition, % at 5.96 µM;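 active = inhibition above the mean of all tested compounds plus 3 SD, set per screening campaign, cut at about 17% in these data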;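 note: 0% = plate median of test compound wells and 100% = 1 µM Z-Phe-Ala-diazomethylketone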
* = called active by the depositor; . = not tested or not shown; & = joins results of further samples. Some of the compounds tested; rates above refer to the full screens.

A first look, 14 compounds:
SMILES	Efflux pump mplx	PP5 inh	core dimer inh	ZTA DNA inh	TPT1 inh	PP1 inh	EBNA-1 inhibitor	PREPL inh	CTSL1 counter
CC(C)CC(=O)NC(=S)Nc1ccccn1	0.1	2.4	-1	-14	2	4	3	3	-3
CCOc1cc(C(=O)N2CCC(CC3CC(c4ccccc4)=NO3)(C(=O)NCc3ccc(OC)cc3)CC2)cc(OCC)c1OCC (centres undefined)	0.0	1.0	16	11	-3	9	2	2	5
COc1cc(/C=C/C(=O)NCC(=O)N2CCC(N(C)CCN3CCOCC3)CC2)ccc1OC(C)C	-0.1	0.5	-3	-5	-3	1	0	12	3
c1ccc(-c2noc(-c3ccncc3)n2)nc1	-0.1	1.7	0	-1	-1	1	14	19	2
O=C(NNc1c(F)c(F)cc(F)c1F)c1ccc(Cl)nc1	-0.1	1.4	-15	-18	-5	4	-10	-1	-1
Cc1cc(=O)[nH]c(Nc2cccc(F)c2)n1	0.1	0.7	-5	-5	4	-6	0	1	-2
CCOC(=O)[C@H]1[C@H]2COc3ccc(Cl)cc3[C@@H]2N2C(=O)CN(C)C(=O)[C@@]12C	-0.1	-0.8	.	-8	.	-4	.	12	.
CCOc1ccc2nc(Cl)c(CN(C(C)=O)C3CCCCC3)cc2c1	0.1	4.8	0	-7	0	-1	-2	-3	-1
COc1ccc(N2CCN(c3oc(Cc4ccccc4)nc3C#N)CC2)cc1	0.1	1.4	4	-2	-1	2	-11	24	2
CCOC(=O)C(C#N)c1ccccn1 (centres undefined)	0.0	2.4	4	-4	3	-2	-5	21	-5
O=C(Nc1c(F)cccc1F)c1ccc(-n2cncn2)nc1	0.0	0.6	-5	4	-6	-3	4	-2	-1
COC(=O)C1=C(C)NC(=O)NC1C1CC=CCC1 (centres undefined)	0.0	3.7	-1	10	-1	-3	9	13	10
N#CCCN(C(=O)COC(=O)CNC(=O)c1cccs1)c1ccc(F)cc1	0.0	-1.0	-6	-14	-2	1	2	-3	-17
COc1cccc(OCC(=O)NNC(=O)c2cnccn2)c1	0.2	3.2	-6	-14	4	-1	-12	0	-14

Main list, repeating the preview:
SMILES	Efflux pump mplx	PP5 inh	core dimer inh	ZTA DNA inh	TPT1 inh	PP1 inh	EBNA-1 inhibitor	PREPL inh	CTSL1 counter
CC(C)CC(=O)NC(=S)Nc1ccccn1	0.1	2.4	-1	-14	2	4	3	3	-3
CCOc1cc(C(=O)N2CCC(CC3CC(c4ccccc4)=NO3)(C(=O)NCc3ccc(OC)cc3)CC2)cc(OCC)c1OCC (centres undefined)	0.0	1.0	16	11	-3	9	2	2	5
COc1cc(/C=C/C(=O)NCC(=O)N2CCC(N(C)CCN3CCOCC3)CC2)ccc1OC(C)C	-0.1	0.5	-3	-5	-3	1	0	12	3
c1ccc(-c2noc(-c3ccncc3)n2)nc1	-0.1	1.7	0	-1	-1	1	14	19	2
O=C(NNc1c(F)c(F)cc(F)c1F)c1ccc(Cl)nc1	-0.1	1.4	-15	-18	-5	4	-10	-1	-1
Cc1cc(=O)[nH]c(Nc2cccc(F)c2)n1	0.1	0.7	-5	-5	4	-6	0	1	-2
CCOC(=O)[C@H]1[C@H]2COc3ccc(Cl)cc3[C@@H]2N2C(=O)CN(C)C(=O)[C@@]12C	-0.1	-0.8	.	-8	.	-4	.	12	.
CCOc1ccc2nc(Cl)c(CN(C(C)=O)C3CCCCC3)cc2c1	0.1	4.8	0	-7	0	-1	-2	-3	-1
COc1ccc(N2CCN(c3oc(Cc4ccccc4)nc3C#N)CC2)cc1	0.1	1.4	4	-2	-1	2	-11	24	2
CCOC(=O)C(C#N)c1ccccn1 (centres undefined)	0.0	2.4	4	-4	3	-2	-5	21	-5
O=C(Nc1c(F)cccc1F)c1ccc(-n2cncn2)nc1	0.0	0.6	-5	4	-6	-3	4	-2	-1
COC(=O)C1=C(C)NC(=O)NC1C1CC=CCC1 (centres undefined)	0.0	3.7	-1	10	-1	-3	9	13	10
N#CCCN(C(=O)COC(=O)CNC(=O)c1cccs1)c1ccc(F)cc1	0.0	-1.0	-6	-14	-2	1	2	-3	-17
COc1cccc(OCC(=O)NNC(=O)c2cnccn2)c1	0.2	3.2	-6	-14	4	-1	-12	0	-14
CC1CCCN(CCC(=O)Nc2ccccc2)C1 (centres undefined)	0.1	-0.5	-2	16	2	-6	2	10	0
CC(=O)Nc1cccc(Oc2ncnc3scc(-c4ccccc4)c23)c1	-0.1	3.8	0	5	-4	-2	6	-1	2
Cc1cccc(NC(=O)CSc2nc3c(c(=O)[nH]2)CCC3)c1C	0.0	1.4	-6	-16	-2	-2	4	7	-2
O=C(Nc1ccccc1)C1COc2ccccc2O1 (centres undefined)	0.0	-0.8	-2	9	0	0	6	-9	0
Cc1cccc(NC(=O)CSCC(=O)Nc2cc(S(=O)(=O)N3CCOCC3)ccc2N2CCCC2)c1	0.2	-0.6	3	20	-2	-2	6	11	-1
COC(=O)c1ccc2nc(-c3ccc4c(c3)OCO4)cn2c1	0.0	0.0	-1	-13	4	-4	-2	5	-4
O=C(O)Cc1ccc2ocnc2c1	0.0	-0.1	-4	-6	-2	-1	-2	-1	0
O=C(COc1ccccc1)Nc1cccc(-c2ccc(N3CCOCC3)nn2)c1	0.1	0.7	6	0	0	-3	-1	-2	9
O=C(COc1ccc(NC(=O)c2cccs2)cc1)c1ccc(F)cc1	0.3	1.3	5	0	0	-4	-5	5	0
CCOc1ccc(NC(=O)CSc2nnc(-c3ccncc3)n2CC2CCCO2)cc1 (centres undefined)	-0.1	-0.3	-4	-13	-1	1	5	2	-3
Cn1c(SCC(=O)Nc2cc(C(C)(C)C)nn2-c2ccccc2)nc2ccccc21	0.0	3.4	-7	4	2	3	10	3	4
O=c1cnnc(Nc2cccc(C(F)(F)F)c2)[nH]1	0.1	1.2	-1	-3	2	-3	-15	1	-4
COc1cccc(NC(=O)Cn2c(=O)n(CCC(=O)NC3CCN(Cc4ccccc4)CC3)c(=O)c3ccccc32)c1	0.0	-0.5	-1	-4	-3	2	-2	-2	0
CCCCC(=O)Nc1nc(C)c(-c2csc(Nc3cc(Cl)ccc3OC)n2)s1	0.0	-0.6	-9	12	0	-4	8	4	1
COc1ccccc1C(=O)N1CCN(S(=O)(=O)c2ccccc2)CC1	0.1	4.7	-6	0	-5	-3	-19	9	-1
O=C(O)CCC(=O)N1N=C(c2ccccc2)CC1c1ccc2nccnc2c1 (centres undefined)	0.1	1.2	-2	-3	-2	-2	-7	4	-2
OC(COc1ccc2ccccc2c1)CN1CCOCC1 (centres undefined)	0.0	-1.8	-2	-5	-1	-2	11	-19	2
Cc1nn(CC(=O)N2CCN(c3ccccn3)CC2)c(=O)c2cc3sccc3n12	-0.2	0.9	1	1	2	0	-5	-1	-5
C=CCN1C(=O)c2ccc(C(=O)N(C)CC(=O)Nc3cccc(F)c3)cc2C1=O	-0.1	0.5	-2	-6	2	-4	4	4	0
Cc1ccc(CCNC(=O)CN2C(=O)COc3ccc(S(=O)(=O)N4CCOCC4)cc32)cc1	0.2	2.5	-8	1	0	2	-7	14	1
COCCNC(=O)C(OC(=O)C1=Cc2ccccc2OC1)C(C)C (centres undefined)	-0.1	3.4	4	5	-2	-2	-4	-9	-4
CCNc1nc(NCC)n2c(SCC(=O)Nc3ccccc3C(F)(F)F)nnc2n1	-0.2	-0.6	2	0	0	-4	6	-8	-2
COCc1cc(=O)[nH]c(/N=C(\N)Nc2ccc(C)cc2)n1	0.0	0.6	2	5	0	-3	-2	-1	0
CN(Cc1ccccc1)c1nc2c(c(=O)[nH]c(=O)n2C)n1Cc1ccccc1	0.1	0.7	10	-9	0	1	2	4	1
CCCNC(=O)C12CCC(C)(C(=O)C1Br)C2(C)C (centres undefined)	-0.1	-0.1	0	7	2	0	9	-3	-1
C=CCc1ccccc1OCC(O)CN1CCN(CCN2C(=O)c3cccc4cccc(c34)C2=O)CC1 (centres undefined)	-0.1	3.8	-1	-9	2	7	2	10	1
COC(=O)c1c(-c2ccc(C)cc2)csc1NC(=O)c1c(-c2ccccc2)noc1C	-0.2	-0.4	14	3	0	0	-1	6	4
O=C(CCC1CCCCC1)Nc1nncs1	0.0	0.7	8	-1	-1	-6	-6	4	-3
CN(CCc1ccccn1)C(=O)CCC1CCCN(C(=O)c2ccc3c(c2)OCCO3)C1 (centres undefined)	0.0	0.8	-2	-6	-5	0	8	-2	-2
O=C(CCc1ccccc1)OCC(=O)c1ccc(Br)cc1	0.2	-0.5	8	6	0	-3	6	-5	-1
CCCc1cc(=O)oc2cc(OCC(=O)Nc3ccc(CN4CCOCC4)cc3)c(Cl)cc12	-0.1	1.6	7	9	3	-4	-15	6	2
O=C1c2ccccc2C(=O)N1CCC#Cc1ccc2cc(CCO)oc(=O)c2c1	-0.5	2.0	.	-2	.	-1	.	9	.
S=C(NCCc1c[nH]c2ccccc12)NC1CC1	-0.1	-3.4	-1	-8	-3	-3	7	9	3
Cc1c(NC(=O)CSc2ncccn2)c(=O)n(-c2ccccc2)n1C	0.7	-2.0	-5	4	-1	6	-15	1	-3
CN1CCN(CCCN2c3ccccc3Sc3ccc(Cl)cc32)CC1	0.1&0.0	2.4&1.6	-24&-29	-7&-16	-2&0	9&4	-8&-10	63*	2&3
CCn1c(C)cc(=O)cc1-c1ccc(Cl)cc1	-0.2	0.4	-7	8	-1	-1	-6	17	3
O=C(CCCN1C(=O)c2cccc3cccc(c23)C1=O)N1CCc2ccccc2C1	0.0	2.1	9	2	2	2	-3	-81	10
C=CC[C@@]12C=C(OC)C(=O)C(OC)=C1O[C@H](c1ccc3c(c1)OCO3)[C@H]2C	0.2	3.6	10	0	2	-8	-5	5	-3
CCOC(=O)c1sc(NC(=O)CSc2nnnn2-c2ccccc2)nc1C	0.1	1.6	2	2	1	5	-5	0	2
COc1ccc(C(=O)c2coc3ccc(O)c(CN4CCCC4)c23)cc1	-0.1	0.6	4	9	-3	0	7	55*	2
COc1ccc(NC2CCCN(C(=O)c3csc(C(C)C)n3)C2)cc1 (centres undefined)	0.0	2.4	-6	3	-2	-2	8	6	-1
CCOc1ccccc1N1CCN(C(=O)CC(C)(C)C)CC1	0.3	-0.1	-1	-9	-3	-1	1	22	-3
O=C(CSc1ncc(-c2ccccc2)n1CC1CCCO1)N1CCCCC1 (centres undefined)	0.0	2.1	-2	-12	3	2	-6	0	-1
CCOC(=O)C(Cc1ccccc1)NC(=O)CCc1c(C)nc2nc(C)nn2c1C (centres undefined)	-0.1	1.5	-6	-18	-4	0	-6	-2	1

Screening results (PubChem)
